Compound activity: PubChem, several laboratories
CRFR2-BP ag = agonists of human CRF-binding protein/CRF-R2 receptor complex. HEK293 CRF-R2/CRF-BP, calcium dye fluorescence (FLIPR); percent of saturating CRF peptide response. activation, % at 13.2 µM. hit rate 0.46% among 350,000. AID 588473;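 active = activation of at least 50%, plus an integration ratio under a set limit after plate pattern correction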;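 note: plate controls were neutral control wells without compound for no effect and CRF at EC100 for full effect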
TAAR1 antag = human TAAR1 antagonism; Q96RJ0; CHO RD-HGA16 TAAR1, Fluo-8 calcium fluorescence, antagonist; inhibition, % at 3 µM; hit rate 1.5% among 360,000; AID 624466;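 active = inhibition above a per-plate cutoff, the mean inhibition of test compounds on that plate plus 3 SD, cut at about 49% in these data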;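 note: 0% = DMSO plus EC80 beta-PEA response and 100% = DMSO alone without agonist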
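Test system – hTAAR1-expressing CHO RD-HGA16 cells, Gα16-coupled · Reagent – β-PEA at EC80 concentration, post-compound challenge · Compound dosing – 3 µM, single point · Timing – 140 s kinetic read after compound, 140 s after agonist · Detection – Fluo-8 intracellular calcium dye fluorescence, real-time kinetic reads · Control set – DMSO and EC80 PEA controls · Repeats – n of 1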
CHRM5 antagonist = antagonists of human muscarinic M5 receptor (CHRM5); inhibition, % at 3 µM; AID 624040; CHO-hM5 cells, Fluo-8 calcium fluorescence, ACh EC80; hit rate 0.59% among 360,000;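 active = inhibition above a per-plate cutoff, the mean of that plate's test compounds plus 3 SD, cut at about 27% in these data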;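 note: 0% = acetylcholine EC80 with DMSO and 100% = DMSO without agonist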
Target sequence (P08912 whole entry, looked up): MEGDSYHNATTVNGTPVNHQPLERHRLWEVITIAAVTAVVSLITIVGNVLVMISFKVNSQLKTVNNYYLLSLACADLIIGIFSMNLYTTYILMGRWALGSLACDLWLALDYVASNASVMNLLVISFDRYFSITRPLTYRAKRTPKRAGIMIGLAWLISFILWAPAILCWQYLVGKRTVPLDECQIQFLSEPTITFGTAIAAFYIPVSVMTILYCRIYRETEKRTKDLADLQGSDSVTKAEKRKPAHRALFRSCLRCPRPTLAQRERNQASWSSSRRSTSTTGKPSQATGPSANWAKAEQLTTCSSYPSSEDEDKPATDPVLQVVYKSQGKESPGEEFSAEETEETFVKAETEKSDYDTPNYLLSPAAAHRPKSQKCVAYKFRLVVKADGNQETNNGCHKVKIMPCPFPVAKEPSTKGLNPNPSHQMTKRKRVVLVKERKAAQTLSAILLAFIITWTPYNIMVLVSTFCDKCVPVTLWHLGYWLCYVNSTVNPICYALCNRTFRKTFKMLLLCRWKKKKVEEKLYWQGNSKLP
CRFBP-R2 block = blocks CRF-induced signaling of the CRF-BP/CRF-R2 complex; HEK293 CRF-R2/CRF-BP, CRF-induced calcium fluorescence; hit rate 0.59% among 350,000; inhibition, % at 11.8 µM;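 active = inhibition of the ligand-induced calcium signal above about 50% at the single tested concentration, limit read from the data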
TAAR1 agonist = human TAAR1 agonism; Q96RJ0; CHO RD-HGA16 TAAR1, Fluo-8 calcium fluorescence; vehicle wells 0%, saturating PEA agonist 100%; activation, % at 3 µM; hit rate 0.99% among 360,000; AID 624467;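 active = activation above the mean activation of all test compounds in the run plus 3 SD, cut at about 38% in these data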
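Benchmarks: low control DMSO, high control PEA (EC100); System: CHO RD-HGA16 cells carrying human TAAR1 plus Gα16; Detection: Fluo-8 fluorescence, 5 s baseline then 140 s kinetic read; Schedule: 17-24 h plating, Fluo-8 75 min 37 °C, 30 min RT; Read-out basis: % activation from peak over basal fluorescence ratio, DMSO-to-PEA scaled.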
M5 ag = CHRM5 agonism in calcium assay. P08912. CHO-K1 hM5 cells, Fluo-8 calcium fluorescence; 0% DMSO wells, 100% maximal acetylcholine response. activation, % at 3 µM. hit rate 0.19% among 360,000. AID 624037;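 active = activation above the run's mean over test compounds plus 3 SD, cut at about 23% in these data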;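 note: signal is peak over basal fluorescence ratio across the kinetic read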
CHRM5 PAM = CHRM5 positive allosteric modulation; hit rate 0.3% among 360,000; activation, % at 3 µM; CHO-K1 hM5, Fluo-8 calcium, ACh EC20 PAM; 0% = ACh EC20, 100% = ACh EC100; AID 624038; P08912;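 active = activation above the run cutoff, the mean activation of all test compounds plus 3 SD, cut at about 18% in these data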
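Probe or stimulus: acetylcholine, EC20 level; Assay system: human M5 receptor in CHO-K1 cells; Schedule: compound preincubation 140 s before EC20 acetylcholine addition; Technique: intracellular calcium via Fluo-8 fluorescence; Dosing: single-point, 3 µM nominal; Read-out basis: percent activation from peak-over-basal fluorescence ratio, scaled EC20-to-EC100 acetylcholine; Repeats: one well per compound, no replicates.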
CHO-K1 Ca PAM = counter-screen for M1 PAMs: effect in parental CHO-K1 cells | ATP EC20, Fluo-8 calcium fluorescence; 0% at ATP EC20, 100% at ATP max | activation, % at 3 µM | hit rate 0.02% among 360,000 | AID 602247;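 active = activation above the run cutoff, the mean activation of all test compounds plus 3 SD, cut at about 40% in these data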;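 note: peak over basal fluorescence ratio in a 140 s read after ATP addition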
M4 PAM = potentiates acetylcholine response at human M4 receptor; P08173; CHO-K1 hM4/Gqi5, Fluo-8 calcium fluorescence, ACh EC20; 0% = ACh EC20, 100% = maximal ACh; activation, % at 3 µM; hit rate 0.4% among 360,000; AID 624126;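 active = activation above its plate's cutoff, the mean activation of sample wells plus 3 SD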; note: some results filed as inactive read as strong as hits
Target sequence (P08173 whole entry, looked up): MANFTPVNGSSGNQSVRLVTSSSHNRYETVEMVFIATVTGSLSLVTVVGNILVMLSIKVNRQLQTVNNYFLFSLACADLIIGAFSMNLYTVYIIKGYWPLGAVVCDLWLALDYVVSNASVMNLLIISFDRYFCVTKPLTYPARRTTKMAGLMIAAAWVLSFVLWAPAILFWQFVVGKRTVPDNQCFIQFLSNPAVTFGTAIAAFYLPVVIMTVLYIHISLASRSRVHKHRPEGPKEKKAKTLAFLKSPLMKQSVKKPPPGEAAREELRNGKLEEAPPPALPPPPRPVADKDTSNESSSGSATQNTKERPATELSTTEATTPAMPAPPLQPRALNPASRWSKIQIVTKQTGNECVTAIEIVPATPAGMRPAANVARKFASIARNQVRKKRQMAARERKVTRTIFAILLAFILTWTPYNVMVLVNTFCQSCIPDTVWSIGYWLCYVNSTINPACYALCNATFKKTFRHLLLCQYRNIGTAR
Numbers without * were called inactive; / = not tested or not shown.

1. CC(C)c1ccccc1OCC(=O)N1CCCCCCC1
2. Cc1ccc2[nH]c(CCN(C)C)c(CC#N)c2c1
3. Cc1ccc(NC(=O)C2CCCN2S(=O)(=O)c2ccc3c(c2)n(C)c(=O)c(=O)n3C)cc1 (stereo unspecified)
4. Cc1ccc(-n2c(C)cc(C(=S)N3CCOCC3)c2C)cc1C
5. C/C=C(\C)C(=O)NCCN1C2=NC[C@H](Cc3ccccc3)N2C[C@@H]1Cc1ccc(OC)cc1
6. Cc1cccc(N2C(=O)SC(N(CC(=O)O)c3cccc(C)c3)C2=O)c1 (stereo unspecified)
7. COc1ccc(C(C(=O)NCC2CCCO2)N(C(=O)CNC(=O)c2ccco2)c2cc(C)ccc2C)cc1OC (stereo unspecified)
8. CCOc1ccc(S(=O)(=O)n2nc(C)cc2C)cc1
entry no.,1,2,3,4,5,6,7,8
CRFR2-BP ag,0.7,-0.9,-1.9,-2.0,0.4,-0.8,0.5,0.8
TAAR1 antag,-8,5,14,-2,6,-3,-3,-2
CHRM5 antagonist,6,6,-1,-6,10,-1,-7,4
CRFBP-R2 block,-7,-7,18,41,-12,10,-2,-22
TAAR1 agonist,7,8,0,8,4,1,-1,2
M5 ag,2,-5,-4,0,-8,3,-4,-21
CHRM5 PAM,-7,3,2,3,-1,-5,2,1
CHO-K1 Ca PAM,-1,20,-9,12,19,-11,-7,23
M4 PAM,-1,7,-3,-1,-1,1,8,-2

Copied from the list:
CHRM5 antagonist with no. 1 → 6
CHRM5 antagonist with no. 3 → -1
M5 ag with no. 8 → -21
CRFBP-R2 block with no. 7 → -2
M5 ag with no. 2 → -5
TAAR1 antag with no. 5 → 6

(cont.)
9. O=S(=O)(Nc1ncccn1)c1ccc(NC(=S)NCCc2ccc(Cl)cc2)cc1
10. O=C(c1cc2cc(Br)ccc2o1)N1CCCC1
11. COc1ccccc1NCC(=O)NC(=O)NC1CCCCC1
12. Cn1c(=O)n(Cc2ccccc2)c(=O)c2c1nc1n2CCN1Cc1ccco1
13. Cc1ccc2cc(CN(C(=O)c3cccnc3)C(C)C)c(=O)[nH]c2c1
14. CC1CS(=O)(=O)CCN1N=Cc1ccc([N+](=O)[O-])o1 (stereo unspecified)
15. CC(C)c1ccc(CNCc2ccccc2)cc1
16. COc1ccc([C@H]2Oc3cc(O)cc(O)c3C(=O)C2[C@@H]2C(=O)c3c(O)cc(O)cc3O[C@@H]2c2ccc(OC)cc2)cc1 (stereo partly specified)
entry no.,9,10,11,12,13,14,15,16
CRFR2-BP ag,-1.0,-1.2,-2.2,9.5,0.0,-0.9,-1.1,-0.1
TAAR1 antag,-9,-8,-20,9,15,-15,3,38
CHRM5 antagonist,9,1,6,-1,4,-3,-2,/
CRFBP-R2 block,-23,10,-16,-36,-5,-2,-16,5
TAAR1 agonist,10,-3,6,1,6,0,9,13
M5 ag,-2,2,0,3,-1,0,-2,/
CHRM5 PAM,-6,0,9,6,-6,-2,-1,/
CHO-K1 Ca PAM,-8,7,24,13,21,18,0,/
M4 PAM,-4,5,7,8,3,0,-10,/

17. COc1ccc(CC(=O)Nc2ccccc2NC(=O)Cc2ccc(OC)cc2)cc1
18. Cc1ccc(NC(C(N)=O)c2c(C)[nH]c(=O)[nH]c2=O)cc1 (stereo unspecified)
19. CC1(c2ccc(OCC#N)cc2)C=C(c2ccc(OCC#N)cc2)n2nc(C(F)(F)F)nc2N1 (stereo unspecified)
20. CCOC(=O)c1c(NC(=O)C(C)Sc2cccc[n+]2[O-])sc2c1CCN(Cc1ccccc1)C2 (stereo unspecified)
21. CN(CC(=O)Nc1cccc(F)c1)C(=O)/C=C/c1ccc2ccccc2n1
22. O=C(Cn1cnc2c(OCc3ccccc3)ncnc21)NCc1ccccc1
23. O=S(=O)(Nc1ccc(Cc2ccncc2)cc1)c1ccc(Cl)cc1
24. COCCNc1oc(/C=C/c2ccc(F)cc2)nc1S(=O)(=O)c1ccccc1
entry no.,17,18,19,20,21,22,23,24
CRFR2-BP ag,-2.2,1.1,0.3,51*,-0.8,-1.2,-0.8,-1.8
TAAR1 antag,10,-9,7,/,-3,-27,25,-22
CHRM5 antagonist,12,9,2,-3,-13,-1,4,15
CRFBP-R2 block,4,-1,-8,7,24,-7,-13,-13
TAAR1 agonist,7,3,2,/,-1,7,19,-1
M5 ag,1,-3,-9,-6,1,-2,2,-5
CHRM5 PAM,-12,-2,-18,-1,10,-3,-7,-6
CHO-K1 Ca PAM,-5,-5,9,5,-22,20,5,9
M4 PAM,-11,8,-9,9,-5,2,-13,9

25. CCOc1ccc(NC(=O)CCC(=O)N/N=C/c2ccc3c(c2)OCO3)cc1
26. OCCC1CN(Cc2ccc3cc(Cl)ccc3n2)CCN1Cc1ccsc1 (stereo unspecified)
27. CN1OC[C@@H]2CN(S(=O)(=O)c3cc(Cl)cc(Cl)c3)[C@H](c3ccc(-c4ccc(C#N)cc4)cc3)C[C@@H]21
28. CCCCn1nc(C(=O)N(CC)CC(=O)Nc2c(F)cccc2F)c2ccccc2c1=O
29. CCn1nc(C(=O)NNC(=O)COc2ccc(OC)cc2)c2ccccc2c1=O
30. CCCn1nnnc1NC(=O)COc1ccc(Cl)c(C)c1
31. CCCCC(CC)CNS(=O)(=O)c1ccc2c(c1)CCN2C(=O)CCC(=O)O (stereo unspecified)
32. O=C(OC1CO[C@H]2O[C@@H]1[C@H](OC(=O)c1ccccc1)[C@H]2OC(=O)c1ccccc1)c1ccccc1 (stereo partly specified)
entry no.,25,26,27,28,29,30,31,32
CRFR2-BP ag,-0.9,-0.4,/,0.7,-0.7,-1.2,-0.7,-0.6
TAAR1 antag,4,-17,-24,-2,-4,3,-4,-37
CHRM5 antagonist,-7,9,-12,4,1,-4,1,-8
CRFBP-R2 block,13,-7,/,-8,-8,13,8,-6
TAAR1 agonist,6,3,5,5,-1,1,15,1
M5 ag,0,-7,-2,5,0,-1,1,1
CHRM5 PAM,3,-3,5,-10,3,0,6,6
CHO-K1 Ca PAM,16,6,8,5,27,5,-8,-10
M4 PAM,-1,3,-2,2,-6,-1,9,3

33. Cc1ccsc1C(=O)C1CCCN(Cc2cccn2-c2ccc(Cl)cn2)C1 (stereo unspecified)
34. CC(Sc1ccccc1)C(=O)NN=C1CCCCCC1 (stereo unspecified)
35. COc1cccc(CNC(=O)CSCc2cnn(-c3ccccc3)c2-n2cccc2)c1
36. O=C(CSc1nc2c(cnn2-c2ccccc2)c(=O)[nH]1)NC1CCS(=O)(=O)C1 (stereo unspecified)
37. COc1ccccc1OCCCC(=O)Nc1nnc(C2CCCO2)s1 (stereo unspecified)
38. CCCCc1nc2cc(C(=O)N3CCCC(OCCC)C3)ccc2o1 (stereo unspecified)
39. O=c1oc(=O)c2ccccc2c2ccccc12
40. COCCCN(C(=S)Nc1cc(C)cc(C)c1)C(C)c1ccncc1 (stereo unspecified)
entry no.,33,34,35,36,37,38,39,40
CRFR2-BP ag,-0.4,-0.3,1.3,0.1,-1.0,-0.4,-1.2,-5.1
TAAR1 antag,-2,23,5,11,7,-11,-12,-20
CHRM5 antagonist,13,7,9,-1,-11,13,14,-2
CRFBP-R2 block,-9,-9,9,6,-11,-5,4,-15
TAAR1 agonist,3,5,7,1,0,0,0,4
M5 ag,-5,-1,-4,-2,1,-2,2,1
CHRM5 PAM,-13,-6,-2,-4,5,0,3,3
CHO-K1 Ca PAM,10,21,8,15,7,35,8,9
M4 PAM,-16,-6,-4,6,4,11,1,7

A different layout for 4 compounds above.
39. O=c1oc(=O)c2ccccc2c2ccccc12
  CRFR2-BP ag = -1.2 | TAAR1 antag = -12 | CHRM5 antagonist = 14 | CRFBP-R2 block = 4 | TAAR1 agonist = 0 | M5 ag = 2 | CHRM5 PAM = 3 | CHO-K1 Ca PAM = 8 | M4 PAM = 1

33. Cc1ccsc1C(=O)C1CCCN(Cc2cccn2-c2ccc(Cl)cn2)C1 (stereo unspecified)
  CRFR2-BP ag = -0.4 | TAAR1 antag = -2 | CHRM5 antagonist = 13 | CRFBP-R2 block = -9 | TAAR1 agonist = 3 | M5 ag = -5 | CHRM5 PAM = -13 | CHO-K1 Ca PAM = 10 | M4 PAM = -16

36. O=C(CSc1nc2c(cnn2-c2ccccc2)c(=O)[nH]1)NC1CCS(=O)(=O)C1 (stereo unspecified)
  CRFR2-BP ag = 0.1 | TAAR1 antag = 11 | CHRM5 antagonist = -1 | CRFBP-R2 block = 6 | TAAR1 agonist = 1 | M5 ag = -2 | CHRM5 PAM = -4 | CHO-K1 Ca PAM = 15 | M4 PAM = 6

35. COc1cccc(CNC(=O)CSCc2cnn(-c3ccccc3)c2-n2cccc2)c1
  CRFR2-BP ag = 1.3 | TAAR1 antag = 5 | CHRM5 antagonist = 9 | CRFBP-R2 block = 9 | TAAR1 agonist = 7 | M5 ag = -4 | CHRM5 PAM = -2 | CHO-K1 Ca PAM = 8 | M4 PAM = -4

(cont.)
41. COc1ccc(C(=O)NC2CCN(CC(=O)Nc3cccc(C)c3)CC2)cc1OC
42. COC(=O)[C@@]12CCCN1[C@H](c1ccc(-c3ccccc3)cc1)[C@H]1C(=O)N(C)C(=O)[C@H]12
43. COc1ccc(C)cc1S(=O)(=O)NC1CCCCC1C (stereo unspecified)
44. N#Cc1c(SCc2ccccc2)sc(C(=O)c2ccccc2)c1N
45. COc1ccc(NC2CC(=O)N(CCc3ccccc3)C2=O)cc1 (stereo unspecified)
46. CC1=C(C(=O)Nc2cccc(C(=O)NCc3ccccc3C)c2)SCCO1
47. O=C(Nc1ccc(F)cc1)Nc1nnc([C@H]2C[C@H](O)[C@@H](CO)O2)s1
48. CCC(C)(C#CCN1CCCCC1)OCCC#N (stereo unspecified)
49. Nc1nc(SCc2nc3sc4c(c3c(=O)[nH]2)CCCC4)n[nH]1
50. CSc1nc2ccc(NC(=O)COc3ccccc3F)cc2s1
entry no.,41,42,43,44,45,46,47,48,49,50
CRFR2-BP ag,-1.2,-0.4,1.0,-0.1,-0.1,-2.7,/,-2.1,3.4,-1.5
TAAR1 antag,-11,-2,-31,-22,-8,4,-13,20,-22,13
CHRM5 antagonist,-3,3,2,0,3,6,-6,60*,7,8
CRFBP-R2 block,9,-2,2,-9,-10,7,/,13,26,-4
TAAR1 agonist,11,4,0,7,10,6,45*,1,3,5
M5 ag,1,-3,-2,0,1,-2,2,-8,1,-4
CHRM5 PAM,-3,9,3,0,-3,-6,-1,-18,-5,-5
CHO-K1 Ca PAM,-2,-9,15,10,9,-11,6,11,15,-18
M4 PAM,-2,8,-2,8,7,-1,4,-16,4,-2
